Assay outcomes (PubChem BioAssay)
NOD1 NF-kB reporter – NOD1 signaling inhibitors, primary screen, cell-based, luminescence, uHTS (AID 1578); 290,000 compounds, 1% hits; one-dose inhibition, % at 4 µM; EC50 in µM for titrated hits; NOD1-driven NF-kB luciferase reporter cells, luminescence; higher % means a stronger effect; in the data active = inhibition mostly above about 36%, no sharp cut-off; inactive = mostly below about 34%;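 also: HEK-293T reporter cells stimulated with the NOD1 agonist gamma-tri-DAP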
West Nile antiviral – West Nile virus antiviral activity, cell-based, CPE readout (AID 1621); West Nile virus-infected cells, CPE inhibition; higher % means a stronger effect; CPE inhibition, % at 10 µM; hits with a dose series show IC50 in µM; 290,000 compounds, 0.02% hits; in the data active = a potency from the dose series; inconclusive = CPE inhibition mostly from about 3.7% at the one dose, without a potency; inactive = the rest, 99 in 100 with CPE inhibition below about 2.2%; also: strong numbers were not always called active
KOR beta-arrestin-1 – KOR agonists, beta-arrestin recruitment, primary screen, cell-based, luminescence, uHTS (AID 1777); 280,000 compounds, 0.02% hits; KOR beta-arrestin recruitment, luminescence; higher % means a stronger effect; one-dose activation, % at 10 µM; EC50 in µM for titrated hits; Kappa-type opioid receptor (Homo sapiens); in the data active = activation above about 50%, passing the limit was not always enough; also: a part of the inactive calls stands beside numbers as strong as those of hits
Dengue-2 NS5 capping – Dengue-2 NS5 methyltransferase inhibitors, primary screen, biochemical, confirmation dose response (AID 588689); Genome polyprotein (Dengue virus type 2 (strain 16681-PDK53)); Dengue-2 NS5 methyltransferase capping enzyme assay, biochemical; higher % means a stronger effect; inhibition, % at 25 µM, or IC50 in µM where a hit was titrated; 340,000 compounds, 0.3% hits; in the data active = a potency from the dose series; inconclusive = inhibition above about 29% without an active follow-up result
GPR55 beta-arrestin – GPR55 agonists via beta-arrestin recruitment, primary screen, imaging, U2OS cells, beta-arrestin-GFP redistribution (AID 1961). activation, % at 10 µM; hits with a dose series show EC50 in µM. G-protein coupled receptor 55 (Homo sapiens). U2OS GPR55 beta-arrestin-GFP redistribution imaging; higher % means a stronger effect. 290,000 compounds, 0.048% hits;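 active = activation above 40% with more than 50 cells counted in the well; inconclusive = wells holding fewer than 50 cells, flagged as toxic or sparse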;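 also: U2OS osteosarcoma cells stably expressing GPR55 and beta-arrestin-GFP; plate controls were DMSO negative control for no effect and LPI positive control for full effect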
GPR35 arrestin U2OS – GPR35 antagonists blocking zaprinast-driven arrestin recruitment, primary screen, imaging, U2OS, beta-arrestin-GFP, zaprinast agonist (AID 2058); U2OS GPR35 beta-arrestin-GFP translocation imaging, zaprinast antagonism; higher % means a stronger effect; inhibition, % at 10 µM; hits with a dose series show IC50 in µM; 290,000 compounds, 0.052% hits;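 active = inhibition of at least 50% with at least 30 cells and total cytoplasm GFP at most 10,000,000; inconclusive = under 30 cells or total GFP of 10,000,000 plus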
GPR55 antagonists – GPR55 antagonists blocking LPI-driven arrestin recruitment, primary screen, imaging, U2OS, beta-arrestin-GFP, LPI agonist (AID 2013) | U2OS GPR55 beta-arrestin-GFP translocation imaging, LPI antagonism; higher % means a stronger effect | 290,000 compounds, 0.13% hits | G-protein coupled receptor 55 (Homo sapiens) | inhibition, % at 10 µM, or IC50 in µM where a hit was titrated;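 active = spots per cell inhibited over 60%, with over 100 cells counted and total cytoplasm intensity under 500,000; inconclusive = wells with under 100 cells, flagged as likely toxic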;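 also: U2OS cells stably carrying GPR55 and arrestin-GFP stimulated by 5 µM LPI near EC80; imaged beta-arrestin-GFP aggregate spots per cell after agonist stimulation; plate controls were LPI-stimulated DMSO wells for no effect and DMSO wells without LPI for full effect; some results filed as inactive read as strong as hits; confirmed hits need IC50 under 10 µM and bright autofluorescent wells are also inconclusive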
KOR beta-arrestin-2 – KOR antagonists, beta-arrestin recruitment, cell-based, luminescence, uHTS (AID 1778); KOR beta-arrestin recruitment, luminescence, antagonist mode; higher % means a stronger effect; Kappa-type opioid receptor (Homo sapiens); inhibition, % at 10 µM, or IC50 in µM where a hit was titrated; 290,000 compounds, 0.091% hits; in the data active = inhibition above about 50%; also: strong numbers were not always called active
HIV peptide binding – inhibitors of HIV fusion peptide binding, primary screen, biochemical, uHTS, fluorescence dequenching (AID 1986). cell-free peptide binding, fluorescence dequenching, 30 min; higher % means a stronger effect. 290,000 compounds, 0.3% hits. inhibition, % at 20 µM; hits with a dose series show IC50 in µM; in the data active = inhibition mostly above about 52%, no sharp cut-off; inactive = mostly below about 76%; also: some results filed as inactive read as strong as hits
Dengue-2 NS5 capping pilot replicate – further read-out of Dengue-2 NS5 capping, marked with its call; inhibition, %; measured here: pilot screen replicate inhibition
Active calls of the source: *; u = inconclusive; x = not tested or not shown; [ ] = another dose, or the depositor's remark.

SMILES | NOD1 NF-kB reporter | West Nile antiviral | KOR beta-arrestin-1 | Dengue-2 NS5 capping | GPR55 beta-arrestin | GPR35 arrestin U2OS | GPR55 antagonists | KOR beta-arrestin-2 | HIV peptide binding | others
CC1CN(CC(=O)NCc2ccc(F)cc2)CC(C)O1 (centres undefined) | -38% | -0.3% | 0.8% | -8% | x | -1% | 3% | 1% | -0.8%
O=C(CN1CCOCC1)Nc1ccc2c(c1)OCCO2 | -6% | 0.6% | -1.0% | 1% | 0.3% | 7% | 8% | 14% | 0.1%
COc1ccc(CN2CCN(C(=O)C3CCC(CNS(=O)(=O)c4ccccc4)CC3)CC2)c(OC)c1OC (centres undefined) | 1% | -1.5% | 0.8% | -14% | -0.1% | 15% | 12% | 0% | -1.1%
CCOc1ccc(-c2[nH]ncc2-c2ccc(OC)c(OC)c2)c(O)c1 | 45% | 1.0% | 1.2% | -2% | -0.2% | 2% | -2% | 16% | -1.2%
CC(=O)c1ccc(NC(=O)CCn2c(=O)oc3ccccc32)cc1 | -57% | -0.6% | 3.3% | -12% | -0.1% | -6% | 14% | -5% | -1.0%
COc1ccc(-c2nc3ccccc3c(=O)n2O)cc1 | 3% | 0.7% | -2.6% | -5% | 0.0% | -14% | -2% | 1% | -0.3%
C=CCNC(=O)COC(=O)COc1ccc(Cl)cc1 | -22% | 0.3% | 1.5% | 2% | -1.1% | 2% | -4% | 6% | -0.8%
CCCOc1cccc(C(=O)NC(=S)Nc2cccc(NC(=O)c3ccccc3Cl)c2)c1 | -31% | -0.8% | 1.4% | -8% | 0.2% | -1% | 19% | 30% | 2.7%
N/C(Cc1ccc(Cl)cc1Cl)=N\OC(=O)Cc1cccs1 | -5% | -0.7% | 2.7% | -4% | 0.3% | -11% | -1% | -43% | 0.3%
O=C(/C=C/c1ccccc1)NCCc1ccc2c(c1)OCCO2 | -28% | -0.7% | -1.2% | 3% | 0.0% | 2% | 10% | -20% | -1.8%
Cc1ccc(N(CC(=O)NCCc2ccccc2)S(=O)(=O)c2c(C)noc2C)cc1 | 2% | -0.8% | 3.9% | -6% | 0.3% | 0% | -11% | -11% | 0.0%
COc1cc(OC)nc(NC(=O)COC(=O)c2cccc(Cl)c2)n1 | -15% | 0.1% | -2.1% | -11% | -0.3% | 0% | -3% | -16% | -0.5%
COc1ccc(CNC(=O)COC(=O)C2CCN(S(=O)(=O)c3ccccc3C(F)(F)F)CC2)cc1 | -8% | -0.3% | 1.9% | -7% | -0.2% | -10% | 0% | -5% | -1.0%
CCCn1c2ccccc2c2cnn(CC(=O)NCCCN3CCCCC3)c(=O)c21 | -17% | -0.4% | 0.3% | 4% | 0.0% | 3% | 19% | -7% | 1.3%
CNC(=O)c1ccccc1NC(=O)C1CC(=O)N(c2ccc(OC)cc2)C1 (centres undefined) | -5% | -0.3% | x | -2% | -0.1% | -8% | -18% | -53%[20 µM] | 1.7%
Cn1nnnc1SCC(=O)Nc1ccc(S(=O)(=O)N2CCOCC2)cc1 | -5% | 0.3% | 0.5% | -3% | 0.6% | 1% | 3% | 18% | 0.5%
O=C(C1CC1)N1CCCC(c2ccc(Cl)cc2)=N1 | -31% | x | 5.3% | 3% | 0.1% | 1% | 3% | 9% | 2.2%
O=C(CCn1c(SCC(=O)NCc2ccco2)nc2ccccc2c1=O)NCCc1ccccc1 | -17% | 0.3% | -3.0% | -6% | -0.1% | 13% | 13% | 12% | 1.4%
Cc1c(Cl)cccc1NC(=S)NCC(O)c1ccccc1 (centres undefined) | -27% | -1.0% | -1.3% | -7% | -0.4% | 11% | -6% | -53%[20 µM] | 0.7% | Dengue-2 NS5 capping pilot replicate=-1.2
CCOC(=O)c1cc(-c2cccs2)nc2c1c(C)nn2-c1ccccn1 | -33% | u | -1.0% | -5% | -1.1% | -7% | 7% | -2% | -2.7%
O=C(NCCc1ccc(Cl)cc1)C1CCN(S(=O)(=O)N2CCCC2)CC1 | 22% | -0.1% | 0.6% | -4% | 0.0% | 17% | 9% | -6% | -1.7%
Cc1nc(-c2ccc(S(=O)(=O)N3CCOCC3)cc2)cs1 | -31% | -0.2% | 2.0% | -4% | -0.1% | -8% | 6% | 6% | -0.6%
Cc1cc(C(=O)CSc2nc(N)cc(=O)[nH]2)c(C)n1CCc1ccc(Cl)cc1 | 54% | 0.0% | -2.0% | -1% | -0.1% | -5% | 18% | -9% | -0.4%
O=C(Cc1ccccc1)Nc1ccc(NC(=O)c2ccco2)cc1 | -63% | 0.3% | -1.7% | -7% | 0.2% | -9% | 0% | -34% | -0.3%
CC(=O)Oc1ccc(C(=O)O)c(OC(C)=O)c1 | -3% | 0.5% | 0.8% | -3% | -0.2% | 8% | 5% | 10% | -1.7%
CCn1cc(C(=O)N2CCN(c3ccccn3)CC2)c(=O)c2cc(S(=O)(=O)N3CCC(C)CC3)ccc21 | -23% | x | -8.3% | -7% | 0.5% | -9% | 0% | -13% | 1.9%
Cc1cc(C)cc(NS(=O)(=O)c2ccc3[nH]c(=O)ccc3c2)c1 | -7% | -1.1% | -3.6% | -4% | -0.3% | -15% | 7% | -4% | 1.4%
Cc1ccc(-n2ncc(C(=O)N3CCN(C(=O)c4ccco4)CC3)c2C2CCN(C(=O)OC(C)(C)C)CC2)cc1C | -11% | 0.1% | 3.5% | 4% | -0.1% | 16% | -7% | -30% | 0.3%
Cc1cc(C)cc(-n2nnc(C(=O)NCc3ccc(Cl)cc3)c2N)c1 | 19% | -0.7% | -4.2% | -29% | -0.1% | -1% | 6% | 11% | -1.8%
CC(=O)NC(Cc1ccc(F)cc1)C(=O)NC1CCN(c2nnnn2-c2ccccc2)CC1 (centres undefined) | 9% | 0.2% | -1.2% | -3% | -0.1% | 8% | 2% | -2% | 0.4%
CC(C)CCNC(=O)CN(CCCN1CCOCC1)C(=O)Cn1nnc(-c2ccc(F)cc2)n1 | -21% | -0.3% | -1.4% | -1% | -0.3% | 11% | 2% | 1% | 1.3%
Cc1cc(-c2n[nH]c(=S)n2/N=C/c2ccc(Br)s2)n[nH]1 | -19% | 0.0% | 8.0% | -9% | -0.4% | -9% | 1% | 24% | 1.2%
CC(C)C(=O)N1CCN(c2nc3ccc(Cl)cc3s2)CC1 | -37% | -0.3% | 15% | 0% | -0.1% | -3% | -6% | -11% | 1.0%
CCOC(=O)C1CCCCN1Cc1cc(Cl)ccc1O (centres undefined) | 9% | -0.2% | 0.1% | 4% | 0.1% | 2% | 9% | 0% | 0.9%
CCOC(=O)CC(NC(=O)c1cc2ccccc2oc1=O)c1cccc([N+](=O)[O-])c1 (centres undefined) | 0% | -0.1% | 1.5% | -7% | 0.2% | 1% | 4% | 6% | -0.5%
COCCNC(=O)Cn1nc(C(F)(F)F)c(Cl)c1C | 20% | 0.0% | 16% | 0% | -0.2% | 1% | 11% | 14% | -1.3%
Cc1ccc(OCCNC(=O)c2cc(=O)[nH]c3ccccc23)cc1 | -48% | -0.3% | 2.4% | 0% | -0.3% | 10% | -12% | -6% | -0.2%
CC(C)OC(=O)c1ccc(N2CCN(c3ccc(F)cc3)CC2)nc1 | 3% | 0.2% | -3.8% | -3% | -0.1% | -12% | -1% | -25% | -1.6%
CC(C)n1cc(C(N)=S)c(=O)n(Cc2ccccc2)c1=O | 4% | -0.6% | 0.4% | -1% | 0.3% | 2% | -13% | -36% | -0.5%
Cc1ccc(S(=O)(=O)N(C)CC(=O)Nc2ccncc2)cc1 | -11% | 0.2% | -3.3% | 1% | -0.3% | 0% | 2% | 34% | -0.5%
Cc1ccc2c(c1)C(=O)CC(c1ccc3c(c1)OCCO3)O2 (centres undefined) | -1% | 0.0% | -4.9% | -1% | 0.0% | 4% | -7% | 6% | -0.9%
O=C(O)C1C2CC3C(OC(=O)C31)C2Cl (centres undefined) | -20% | 0.3% | 3.8% | 1% | 0.2% | -3% | 14% | 18% | -1.6%
C=CCOC(=O)C(C#N)c1nc2ccccc2nc1N1CCN(Cc2ccccc2)CC1 (centres undefined) | -4% | -0.1% | x | x | -0.1% | 3% | 17% | 39% | 11%
CCc1ccc(NC(=O)CSc2nnc(-c3cnccn3)n2C)cc1 | -20% | -0.6% | -1.9% | -2% | -0.1% | -2% | 12% | 7% | 1.1%
COc1ccc(CN(C(=O)c2cc(=O)c3cc(C)cc(C)c3o2)C2CCS(=O)(=O)C2)cc1 (centres undefined) | 2% | -0.8% | 0.5% | 4% | 0.1% | 13% | -9% | -10% | -0.9%
CS(=O)(=O)N1CCN(c2cnn(-c3ccccc3)c(=O)c2Cl)CC1 | -25% | 0.3% | x | -1% | -0.1% | -3% | 2% | -10%[20 µM] | 0.5%
O=C(CN1NS(=O)(=O)c2ccccc2C1=O)Nc1ccccc1OC(F)F | -25% | 0.2% | -0.5% | -2% | -0.2% | 1% | 4% | 18% | 0.0%
CN(CC(=O)O/N=C(\N)c1ccccn1)S(=O)(=O)c1cc(Cl)ccc1Cl | -15% | -0.6% | -3.2% | 2% | 3.9% | 5% | 16% | 14% | 3.3%

An excerpt from above in order of molar mass, high to low:
SMILES | NOD1 NF-kB reporter | West Nile antiviral | KOR beta-arrestin-1 | Dengue-2 NS5 capping | GPR55 beta-arrestin | GPR35 arrestin U2OS | GPR55 antagonists | KOR beta-arrestin-2 | HIV peptide binding | others
CCn1cc(C(=O)N2CCN(c3ccccn3)CC2)c(=O)c2cc(S(=O)(=O)N3CCC(C)CC3)ccc21 | -23% | x | -8.3% | -7% | 0.5% | -9% | 0% | -13% | 1.9%
O=C(NCCc1ccc(Cl)cc1)C1CCN(S(=O)(=O)N2CCCC2)CC1 | 22% | -0.1% | 0.6% | -4% | 0.0% | 17% | 9% | -6% | -1.7%
COc1cc(OC)nc(NC(=O)COC(=O)c2cccc(Cl)c2)n1 | -15% | 0.1% | -2.1% | -11% | -0.3% | 0% | -3% | -16% | -0.5%
CC(C)OC(=O)c1ccc(N2CCN(c3ccc(F)cc3)CC2)nc1 | 3% | 0.2% | -3.8% | -3% | -0.1% | -12% | -1% | -25% | -1.6%
Cc1nc(-c2ccc(S(=O)(=O)N3CCOCC3)cc2)cs1 | -31% | -0.2% | 2.0% | -4% | -0.1% | -8% | 6% | 6% | -0.6%

These rows are one share of the data, so the mix of outcomes need not match the whole.
